Source: PubChem (several laboratories)
Shn3 3UTR inh = Schnurri-3 reporter inhibition in Clone20 osteoblasts; Clone20 osteoblast Shn3 3'UTR firefly luciferase, 24 h; inhibition, % at 12.5 µM; 360,000 tested, 0.52% active;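 active means mean inhibition of at least 75% with every replicate also reaching 75%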;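 further: 0% = median of neutral control wells and 100% = pilot-screen positive control compound; some compounds past the cut are filed as inactive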
TWEAK-Fn14 inh = inhibitors of TWEAK-Fn14 interaction signaling | TWEAK-stimulated Fn14 reporter cells, luciferase luminescence, 8 h | inhibition, % at 10 µM | 360,000 tested, 2% active | AID 1159606; in the data active means inhibition above about 50%
Peg3 promoter = inhibitors of Peg3 promoter | 360,000 tested, 1.7% active | AID 588405 | inhibition, % at 20 µM | HeLa PEG-Prom luciferase reporter, luminescence, overnight;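 active means inhibition of at least 50% at 20 µM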
KKLEB cytotox = reduces viability of KKLEB cystic fibrosis airway cells. activity change (cytotoxicity), % at 5 µM. 360,000 tested, 0.36% active. KKLEB CF airway cells viability, ATPlite luminescence, overnight; hits give low values; cells stimulated with P. aeruginosa culture filtrate;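 active means corrected activity change at or below -50% at 5 µM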
NR2E3 ag-1 = human photoreceptor-specific nuclear receptor agonism | Q9Y5X4 | CHO-S Gal4-NCOR/VP16-NR2E3 two-hybrid, luciferase | inhibition of corepressor binding, % at 3.98 µM | 360,000 tested, 0.35% active | AID 602229;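 active means inhibition above the mean of all tested compounds plus 3 SD, cut at about 70% in these data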;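 further: 0% = DMSO with NR2E3 transfected cells and 100% = cells lacking NR2E3 construct; higher means lower luciferase signal from less NR2E3 corepressor binding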
Target sequence (Q9Y5X4 whole entry, looked up, the tested form may be a part): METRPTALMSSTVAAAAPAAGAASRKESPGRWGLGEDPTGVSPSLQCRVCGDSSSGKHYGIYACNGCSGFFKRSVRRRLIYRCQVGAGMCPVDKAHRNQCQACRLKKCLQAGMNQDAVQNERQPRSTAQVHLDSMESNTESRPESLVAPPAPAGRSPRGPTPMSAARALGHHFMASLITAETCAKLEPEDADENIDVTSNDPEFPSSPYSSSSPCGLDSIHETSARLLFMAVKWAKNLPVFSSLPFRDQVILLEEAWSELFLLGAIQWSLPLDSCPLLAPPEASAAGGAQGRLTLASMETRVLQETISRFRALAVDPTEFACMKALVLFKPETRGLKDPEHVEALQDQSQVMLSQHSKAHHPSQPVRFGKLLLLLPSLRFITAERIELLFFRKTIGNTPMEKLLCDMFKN
TRAIL sens C8 = sensitizes caspase-8 expressing cells to TRAIL; NB7+C8 cells + TRAIL, ATPlite viability luminescence; inhibition (viability loss, TRAIL sensitization), % at 10 µM; 360,000 tested, 1% active;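 active means compounds causing at least 50% loss of cell viability in the single-dose screen, relative to plate controls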
CF NFkB inh = cystic fibrosis NF-kB activation inhibition; inhibition, % at 5 µM; KKLEB NF-kB-GFP reporter, PAF-induced, GFP fluorescence overnight; AID 588850; 360,000 tested, 0.86% active;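 active means at least 50% inhibition at 5 µM, scaled per plate between neutral and stimulator controls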;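 further: PAF is a Pseudomonas aeruginosa culture filtrate used as stimulus; plate controls were PAF-stimulated DMSO wells for no effect and unstimulated DMSO wells for full effect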
NR2E3 ag-2 = activates human photoreceptor nuclear receptor NR2E3 | Q9Y5X4 | GST-NR2E3/biotin-RetCOR TR-FRET, 1536-well | inhibition of corepressor binding, % at 4.78 µM | 320,000 tested, 0.12% active | AID 2300;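 active means percent inhibition above the cutoff of mean plus 3 SD of all tested compounds, set per screening campaign, cut at about 20% in these data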;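 further: 0% = DMSO wells and 100% = biotin wells as full block of FRET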
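Material: NR2E3–RetCOR corepressor complex / Amount: 1.35 nM GST-NR2E3 / Medium: Tris pH 7.5 / Compound: single nominal compound dose of 4.8 µM / Incubation: 5 h at 4 °C / Technique: TR-FRET, Eu(K)-anti-GST donor, streptavidin-D2 acceptor, ex 340, em 617/671 nm / Read-out basis: percent loss of FRET ratio relative to control wells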
TROY NFkB inh = blocks TROY-dependent signaling in reporter cells; Q293 LMP1-TROYcd NF-kB luciferase reporter, 4 h; inhibition, % at 10 µM; 360,000 tested, 0.98% active;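 active means compounds whose plate-normalised and pattern-corrected inhibition of the luciferase reporter signal at the single screening dose is 50% or more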
MITF TRPM1 inh = MITF TRPM1 promoter inhibition in SK-MEL-5 cells. SK-MEL-5 TRPM1 promoter luciferase, 24 h. 330,000 tested, 0.83% active. inhibition, % at 12.5 µM;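 active means mean inhibition across replicates of 60% or more, whatever share of single replicates reaches that level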; further: values of inactives mirror those of a sister screen read the other way
HIF-2a block = blocks HIF-2a reporter activity; 360,000 tested, 0.72% active; AID 624352; 786-0 RCC cells HIF-2a reporter, luciferase luminescence, overnight; inhibition, % at 18.8 µM;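 active means inhibition of the luminescence signal of 40% or more relative to plate controls, in a single-dose primary screen at 18.75 µM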
* hit, by the source's call; . = not tested or not shown.

SMILES	Shn3 3UTR inh	TWEAK-Fn14 inh	Peg3 promoter	KKLEB cytotox	NR2E3 ag-1	TRAIL sens C8	CF NFkB inh	NR2E3 ag-2	TROY NFkB inh	MITF TRPM1 inh	HIF-2a block
CCn1cc(S(=O)(=O)c2ccc(OC)cc2)c(=O)c2cc(F)c(N3CCN(C)CC3)cc21	-6.5	-1.0	10.0	1.4	1.2	4.9	4.1	4.5	0.8	7.8	9.6
CC1CN(CC(O)c2ccc(Br)cc2)CCO1 (stereo not given)	-7.5	-2.9	-2.0	10.4	-0.5	-0.4	-6.2	.	6.0	-5.3	3.5
COc1cc2c(cc1OC)C[N+](C)(C)CC2	7.0	6.0	8.6	9.6	-30.4	-5.6	7.0	-0.4	-6.3	-1.3	5.5
CC1(C)C(=O)Nc2ccccc2N1C(=O)COC(=O)CNS(=O)(=O)c1ccc(F)c(F)c1F	5.2	2.9	8.6	-30.5	24.3	3.0	-12.9	0.7	4.7	3.9	-1.8
N#Cc1cccc(C#N)c1Oc1ccc(S(=O)(=O)Nc2ccc(Cl)cc2)cc1	25.9	22.6	28.0	-0.3	18.2	8.2	11.4	0.1	38.5	-15.5	22.1
O=C(CN1CCN(S(=O)(=O)c2cccc(Cl)c2)CC1)N1CCCCC1	-11.2	12.2	6.9	5.8	-2.1	0.2	-8.6	-2.3	-2.4	2.1	-1.5
S=c1[nH]ncn1/N=C/c1ccco1	0.3	11.1	13.3	1.4	-21.4	5.7	-10.1	.	2.5	.	8.7
CCOc1cc(-c2cc(-c3ccc(NC(C)=O)cc3)nc(N)c2C#N)ccc1O	17.6	43.6	47.6	-7.3	-40.6	17.6	23.7	3.0	15.4	.	-20.7
CC(=O)Nc1ccccc1OCCCN1CCC(C(O)(c2ccccc2)c2ccccc2)CC1	.	1.1	.	.	-11.1	34.6	.	.	-13.8	.	-0.1
CN(CC(=O)Nc1ccccc1Br)Cc1nc2ccccc2c(=O)[nH]1	-0.9	-17.6	15.1	-8.3	7.8	-10.9	1.9	-2.6	2.9	-3.8	22.9
O=C(CCC(=O)c1cccs1)OCC(=O)c1ccccc1F	-37.8	-19.8	10.3	-1.4	-14.8	-4.0	0.8	.	-40.4	0.3	-0.5
On1nnc2cc(C(F)(F)F)ccc21	-10.2	6.9	12.8	4.4	-1.6	5.1	-18.3	4.7	11.0	7.3	7.0
COCCn1cnnc1SCC(=O)c1ccc(S(=O)(=O)N2CCCC2)cc1	4.5	-11.8	-0.7	11.8	-10.4	-9.9	5.1	4.0	-17.4	6.7	14.4
O=C(c1cc2c(c(-c3cccc(-c4ccncc4)c3)n1)[C@@H](CCO)N(C(=O)c1ccc3c(c1)OCO3)C2)N1CCOCC1	.	-19.0	.	.	-4.7	3.8	.	.	5.6	.	0.0
Cc1nn(Cc2ccccc2)c2c1C(c1ccco1)C(C#N)=C(N)O2 (stereo not given)	1.8	4.8	-5.3	-4.3	-4.2	-0.9	-1.8	-1.8	-2.1	-7.5	12.6
CCOC(=O)C1=C(Nc2ccccc2)CSC1	1.2	-6.7	-58.1	-10.6	18.1	-0.3	20.1	.	-23.2	.	-39.5
CCN(CC)C(=O)[C@H]1C[C@H](CC(=O)NCc2ccco2)C(=O)N2CCc3c([nH]c4cc(-c5ccco5)ccc34)[C@]12C	27.3	37.3	10.4	6.7	-29.5	12.0	-4.2	.	-11.2	-8.7	3.1
Cc1ccc(SCC(=O)NCCC2=CCCCC2)cc1	-29.0	-28.4	-93.8	-7.4	-34.4	0.8	11.8	0.6	-52.1	-40.8	-139.3
Cc1cc(N2CCN(C)CC2)ccc1NC(=O)c1c2c(nc3ccccc13)CCN(Cc1ccccc1)C2	38.5	11.9	108.8*	-75.8*	1.8	19.1	10.3	-0.6	-85.0	86.7*	27.2
CCOC(=O)C1=C(C)NC(=S)NC1c1cccs1 (stereo not given)	17.0	-0.1	3.1	-15.0	-14.7	-1.9	9.7	3.8	-11.4	0.9	3.8
CCCN1CCN(C(=S)Nc2ccccc2C(F)(F)F)CC1	13.0	2.4	-6.5	-3.5	11.0	7.3	-7.7	3.7	-10.1	5.9	8.4
COc1ccccc1CN1CCC(CNS(=O)(=O)c2cc(-c3cc(C)no3)ccc2C)CC1	-6.3	-12.9	37.1	-12.4	2.8	-2.6	0.8	-3.1	5.1	-4.9	16.7
CC(C)CN(C(=O)c1cccc(F)c1)c1c(N)n(CC(C)C)c(=O)[nH]c1=O	-1.1	11.1	2.1	-1.0	-2.9	-7.3	-2.7	0.8	-11.8	-8.5	0.5
NC(=O)CC(NC(=O)Cc1ccc(Cl)cc1)c1ccc(NCC2CC2)c([N+](=O)[O-])c1 (stereo not given)	-12.7	21.9	7.4	-8.1	20.6	9.7	-39.6	-0.3	-7.5	-41.1	-16.0
CC(C)N(C(=O)[C@H]1C[C@H](CC(=O)NCCC2=CCCCC2)C(=O)N2CCc3c([nH]c4ccc(Cl)cc34)[C@]12C)C(C)C	9.8	47.4	41.0	-7.8	-16.6	-1.0	11.4	.	20.2	27.2	4.9
O=S(=O)(c1ccc(F)cc1)N1CCC(n2cnc3ccccc32)CC1	9.1	43.0	2.8	8.9	-30.7	4.2	-1.3	7.1	-11.1	-20.1	7.9
COc1cc2ccc(=O)oc2cc1OCC(O)C(C)(C)O (stereo not given)	-5.6	-5.2	3.1	-0.6	-11.5	-15.8	-11.7	1.1	-23.5	6.4	8.0
COc1ccc(OC)c(C2C(C(=O)Nc3ccc(F)cc3)=C(C)Nc3nc(CCCO)nn32)c1 (stereo not given)	-2.4	11.3	-1.0	14.1	22.7	13.6	-11.5	-2.0	-1.5	-2.5	12.3
COc1ccccc1/C=C1\SC(=S)N(CCC(=O)NCCCn2ccnc2)C1=O	-7.2	-2.0	-15.3	0.9	16.8	4.4	-15.1	-0.3	6.8	-3.4	38.2
O=C(O)c1cc([N+](=O)[O-])c(Sc2nc3ccccc3[nH]2)c([N+](=O)[O-])c1	5.1	-16.4	1.8	8.4	-29.2	-5.5	-0.9	-0.8	-4.4	8.4	7.5
COc1ccc(-c2nc3c4ccccc4ccn3c2C=O)cc1	-11.4	-33.2	-41.3	4.8	-22.4	0.3	-39.8	-2.3	-65.6	-14.4	-34.5
Cc1ccc(C(=O)OC2CCS(=O)(=O)c3sccc32)cc1 (stereo not given)	12.4	-16.2	7.8	11.4	-6.4	18.1	-9.6	-1.3	-1.6	-2.5	-0.4
Cc1noc(C)c1NC(=O)N(C)C[C@H]1Oc2ccc(NC(=O)CCC(F)(F)F)cc2C(=O)N([C@H](C)CO)C[C@@H]1C	-13.2	-2.7	5.9	-3.0	-13.7	2.3	-15.1	.	5.1	-7.0	6.6
CC(=O)Nc1cccc2c1C(=O)N(c1ccccc1OC(C)=O)C2=O	7.8	-4.2	13.8	-1.0	-29.4	-3.5	-17.7	-0.5	-0.4	13.6	7.3
O=C(c1ccc2c(c1)OCCO2)N1CCN(c2ncc(C(F)(F)F)cc2Cl)CC1	15.8	-11.9	-1.4	-3.9	-13.8	5.5	7.9	-2.5	12.4	-11.2	-11.4
CCN(Cc1ccccc1)C(=O)C1CCN(C(=O)Nc2ccccc2)CC1	1.4	-5.9	6.5	2.8	22.1	13.6	-17.7	2.4	2.0	6.3	-5.7
Cc1cccc(NC(=O)Nc2ccncc2)c1	-12.0	-6.4	-46.4	-13.4	-17.9	11.4	2.7	2.5	-30.0	-14.4	-76.6
O=C(Nc1ccccc1C(=O)NC1CCCCC1)c1ccco1	-5.3	8.1	11.4	0.0	-1.0	-0.3	8.8	-1.5	.	21.1	19.2
Cc1cc(OC(=O)c2ccccc2Cl)ccc1N1C(=O)CCC1=O	-14.8	-35.9	-27.5	19.1	-33.0	7.7	-7.9	3.2	-43.0	-24.6	-8.0
Cc1ccnc(NC(=S)NC(=O)c2cccs2)c1	-83.6	9.2	-300.3	-38.9	-91.6	88.8*	-36.1	1.3	10.2	-68.5	-211.2

Record cards, as listed above. Screens in order: Shn3 3UTR inh	TWEAK-Fn14 inh	Peg3 promoter	KKLEB cytotox	NR2E3 ag-1	TRAIL sens C8	CF NFkB inh	NR2E3 ag-2	TROY NFkB inh	MITF TRPM1 inh	HIF-2a block
Cc1cc(OC(=O)c2ccccc2Cl)ccc1N1C(=O)CCC1=O is listed with -14.8	-35.9	-27.5	19.1	-33.0	7.7	-7.9	3.2	-43.0	-24.6	-8.0
COc1ccccc1CN1CCC(CNS(=O)(=O)c2cc(-c3cc(C)no3)ccc2C)CC1 is listed with -6.3	-12.9	37.1	-12.4	2.8	-2.6	0.8	-3.1	5.1	-4.9	16.7

As entered above.
CF NFkB inh result of COc1ccc(-c2nc3c4ccccc4ccn3c2C=O)cc1 → -39.8
TROY NFkB inh result of CCOc1cc(-c2cc(-c3ccc(NC(C)=O)cc3)nc(N)c2C#N)ccc1O → 15.4

Later entries.
SMILES	Shn3 3UTR inh	TWEAK-Fn14 inh	Peg3 promoter	KKLEB cytotox	NR2E3 ag-1	TRAIL sens C8	CF NFkB inh	NR2E3 ag-2	TROY NFkB inh	MITF TRPM1 inh	HIF-2a block
O=C(COC(=O)Cc1ccc(F)cc1)NC(=O)NC1CCCC1	-0.6	-2.1	6.5	8.5	13.3	-8.9	-17.4	-0.2	-3.8	6.0	4.7
COc1ccccc1C1(CCNS(=O)(=O)c2ccc(C)cc2)CCOC(C(C)C)C1 (stereo not given)	14.8	-9.3	30.1	9.3	11.3	10.0	-24.3	1.1	-22.5	-9.2	20.9
Cc1ccc(CSCC(=O)Nc2cc(S(=O)(=O)N3CCOCC3)ccc2OCC(F)(F)F)cc1	-5.3	-9.1	18.4	1.4	4.2	7.4	15.0	.	3.6	-13.3	8.7
CCN(CC)CCNC(=O)Cn1nc(Cc2cccnc2)c2ccccc2c1=O	-12.4	16.8	-10.0	15.9	-23.6	3.8	-7.6	0.3	-14.8	.	2.9
CCCN1C(C)C(C(=O)OCC)=CN(Cc2ccc(Br)cc2)S1(=O)=O (stereo not given)	12.1	2.7	28.4	2.6	-15.5	10.1	11.7	.	-26.2	3.0	-4.0
O=C(c1ccccc1)c1c[nH]c(C(=O)NCCCn2ccnc2)c1	-4.5	-28.9	15.6	16.2	-6.6	14.1	19.3	-2.3	4.0	3.6	11.6
Cc1ccc(OCCCC(=O)Nc2cc(S(=O)(=O)N3CCOCC3)ccc2N2CCOCC2)cc1	-19.8	-2.6	-11.4	20.0	-7.5	12.7	-2.6	.	-23.4	-12.3	8.3
CC(=O)N1CCc2cc(S(=O)(=O)N3CCCCC3C)ccc21 (stereo not given)	12.1	-15.9	0.3	-5.5	8.4	2.1	12.2	-1.3	-1.9	11.9	8.5
O=C1CCC(C(=O)N2CCC(CCO)CC2)CN1Cc1ccc(Cl)cc1 (stereo not given)	4.8	1.1	0.2	-2.0	-9.8	-2.1	-2.7	4.5	-5.8	-4.7	3.7
O=C1c2ccccc2NC(c2cnc3ccccc3n2)N1O (stereo not given)	-4.7	73.8*	-108.5	-8.2	-139.0	20.0	-22.4	-1.2	26.0	-15.3	-74.0
Cc1ccc(N(C(C)C(=O)NCc2ccncc2)S(C)(=O)=O)cc1C (stereo not given)	-16.6	16.5	9.6	2.4	14.1	-5.9	-0.2	6.3	-26.7	0.8	14.1

The list is partial; count on the stated rates, not on these rows.
